PAFAH1B3 inh – PAFAH1B3 enzyme inhibitors, primary screen, biochemical, fluorescence polarization, human | recombinant PAFAH1B3, FP-rhodamine probe | Platelet-activating factor acetylhydrolase IB subunit alpha1 (Homo sapiens), Q15102 | inhibition, % at 3.39 µM | AID 492972, 2010 | 0.28% of 340,000 active;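 active = inhibition above the screen-wide average of all tested compounds plus 3 SD, cut at about 25% in these data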;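 also: 0% = enzyme with DMSO only and 100% = wells lacking PAFAH1B3 protein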
pPAFAH inh – pPAFAH enzyme inhibitors, primary screen, biochemical, fluorescence polarization, human. recombinant pPAFAH, FP-rhodamine probe fluorescence polarization. inhibition, % at 3.39 µM. 1.5% of 330,000 active;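 active = inhibition above the mean inhibition across the screen plus 3 SD, cut at about 25% in these data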;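 also: inhibitors block binding of the rhodamine activity-based probe so polarization drops; 0% = enzyme with DMSO and 100% = wells lacking pPAFAH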
Target sequence (Q13093 whole entry, looked up): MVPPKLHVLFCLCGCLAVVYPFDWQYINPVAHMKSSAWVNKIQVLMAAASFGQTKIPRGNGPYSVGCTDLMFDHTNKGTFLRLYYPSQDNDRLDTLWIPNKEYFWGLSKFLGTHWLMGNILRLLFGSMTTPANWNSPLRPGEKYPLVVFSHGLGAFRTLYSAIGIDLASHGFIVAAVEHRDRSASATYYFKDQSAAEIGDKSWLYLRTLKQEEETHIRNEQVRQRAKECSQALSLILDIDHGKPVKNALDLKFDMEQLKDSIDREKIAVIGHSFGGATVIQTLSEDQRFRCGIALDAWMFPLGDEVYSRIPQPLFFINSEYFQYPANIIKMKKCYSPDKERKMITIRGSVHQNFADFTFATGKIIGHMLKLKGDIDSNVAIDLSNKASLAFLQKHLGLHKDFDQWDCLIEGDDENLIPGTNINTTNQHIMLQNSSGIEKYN
LYPLA1 inh – LYPLA1 inhibitors, primary screen, counter-screen for PME1 inhibitor project, biochemical, fluorescence polarization, FP-Rh probe ABPP | Acyl-protein thioesterase 1 (Homo sapiens), O75608 | recombinant LYPLA1 | inhibition, % at 5.9 µM | 0.16% of 320,000 active | AID 2174, 2009;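 active = inhibition above the mean of all tested compounds plus 3 SD, set per campaign, cut at about 14% in these data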;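 also: inhibitors block serine hydrolase probe labeling of LYPLA1 so polarization falls; 0% = enzyme with DMSO and 100% = wells lacking LYPLA1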
Target sequence (O75608 whole entry, looked up): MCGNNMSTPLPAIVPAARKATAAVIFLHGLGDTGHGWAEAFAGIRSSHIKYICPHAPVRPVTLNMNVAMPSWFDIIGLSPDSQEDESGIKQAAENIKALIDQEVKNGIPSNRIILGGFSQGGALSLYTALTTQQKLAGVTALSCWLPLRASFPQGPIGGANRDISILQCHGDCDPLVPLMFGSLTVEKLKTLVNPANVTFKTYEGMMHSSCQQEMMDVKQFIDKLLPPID
GSTO1 counter – inhibitors of recombinant GSTO1, primary screen, counter-screen for RBBP9 inhibitor project, biochemical, fluorescence polarization | Glutathione S-transferase omega-1 (Homo sapiens), P78417 | activity-based probe fluorescence polarization | inhibition, % at 5.96 µM | 1.1% of 300,000 active | AID 1974, 2009;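 active = inhibition above the campaign mean inhibition plus 3 SD, cut at about 35% in these data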;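 also: 0% = GSTO1-1 with DMSO and 100% = wells lacking GSTO1-1 enzyme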
PME-1 inh – PME-1 inhibitors via competitive probe labeling, primary screen, biochemical, fluorescence polarization, FP-Rh probe, HTS. Protein phosphatase methylesterase 1 (Homo sapiens), Q9Y570. recombinant PME-1. inhibition, % at 5.9 µM. 0.53% of 320,000 active;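 active = inhibition above the campaign mean of all compounds plus 3 SD, cut at about 26% in these data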;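 also: competitive labeling of PME-1 active site by serine hydrolase directed probe; 0% = PME-1 with DMSO and 100% = wells lacking PME-1 enzyme; inhibitors block probe labeling so polarization falls and inhibition rises; many of its hits are not listed in these tables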
PAFAH1B2 FP inh – PAFAH1B2 enzyme inhibitors, primary screen, biochemical, fluorescence polarization, human | Platelet-activating factor acetylhydrolase IB subunit alpha2 (Homo sapiens), P68402 | recombinant PAFAH1B2, FP-rhodamine activity probe | inhibition, % at 3.39 µM | 1.2% of 340,000 active | AID 492953, 2010;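 active = inhibition above the mean of all tested compounds plus 3 SD, cut at about 24% in these data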;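 also: 0% = enzyme with DMSO and 100% = wells lacking PAFAH1B2; many of its hits are not listed in these tables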
Target sequence (P68402 whole entry, looked up): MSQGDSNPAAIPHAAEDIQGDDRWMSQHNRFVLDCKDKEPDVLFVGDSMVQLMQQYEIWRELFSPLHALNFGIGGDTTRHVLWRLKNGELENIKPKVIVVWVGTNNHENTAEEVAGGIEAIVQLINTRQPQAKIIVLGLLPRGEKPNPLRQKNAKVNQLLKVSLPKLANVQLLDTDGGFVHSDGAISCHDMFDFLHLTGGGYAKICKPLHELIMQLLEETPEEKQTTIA
Fam108B counter – mouse Fam108B serine hydrolase inhibitors, primary screen, counter-screen for RBBP9 inhibitor project, biochemical, fluorescence polarization; recombinant Fam108B, FP-Rh probe fluorescence polarization; inhibition, % at 9.51 µM; 0.33% of 300,000 active; AID 1947, 2009;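 active = inhibition above the screen mean inhibition plus 3 SD, computed separately per campaign, cut at about 18% in these data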;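 also: inhibitors lower polarization as less probe binds the enzyme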
PAD4 FP inh – human PAD4 inhibitors, primary screen, biochemical, fluorescence polarization, 1536-well format; Protein-arginine deiminase type-4 (Homo sapiens), Q9UM07; recombinant PAD4, RCA probe fluorescence polarization; inhibition, % at 6.36 µM; 0.41% of 330,000 active; AID 485272, 2010;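 active = percent inhibition above a cutoff equal to the mean of all tested compounds plus 3 SD, cut at about 15% in these data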;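 also: 0% = PAD4 with RCA probe and DMSO and 100% = probe without PAD4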
PAFAH2 inh – PAFAH2 enzyme inhibitors, primary screen, biochemical, fluorescence polarization, human; recombinant PAFAH2, FP-rhodamine activity probe; AID 492956, 2010; 0.99% of 340,000 active; Platelet-activating factor acetylhydrolase 2, cytoplasmic (Homo sapiens), Q99487; inhibition, % at 3.39 µM;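 active = inhibition above the mean over all tested compounds plus 3 SD, cut at about 30% in these data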;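 also: inhibitors block probe labeling of enzyme so polarization drops; 0% = enzyme with DMSO and 100% = wells lacking PAFAH2 protein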
Starred values were filed as active, the others as inactive; . = no result given. Only part of the results is shown (hit frequency here may not be typical).

SMILES	PAFAH1B3 inh	pPAFAH inh	LYPLA1 inh	GSTO1 counter	PME-1 inh	PAFAH1B2 FP inh	Fam108B counter	PAD4 FP inh	PAFAH2 inh
Cc1nc(NC(=O)CSc2nnc(Cn3nnc4ccccc43)n2C)sc1C	5	2	0	2	0	5	-1	-2	2
CCOC(=O)C1=C(c2ccccc2)NC(=S)NC1c1cc([N+](=O)[O-])ccc1OC (centres undefined)	6	4	-2	1	0	0	-1	0	1
COc1ccc(N(C)C(=O)C2CCCN2S(=O)(=O)c2cccc3nsnc23)c(OC)c1 (centres undefined)	12	1	-2	4	7	-8	-1	0	-8
COc1ccccc1C(=O)COC(=O)CN1C(=O)NC2(CCCC2)C1=O	2	2	-1	-5	6	10	0	0	-1
CCOC(=O)Cn1c(=O)oc2cc(S(=O)(=O)NCCc3ccc(C)cc3)ccc21	7	29*	-2	24	3	4	1	2	-8
O=C(CCS(=O)(=O)c1ccccc1)Nc1ccc2c(c1)C(=O)NC2=O	7	-3	-1	5	0	4	-1	0	-2
COc1cccc(N2CCN(C(=O)CCCCCn3c(=S)[nH]c4cc5c(cc4c3=O)OCO5)CC2)c1	8	7	4	3	2	2	3	-2	7
COCCN(C(=O)COC(=O)CNC(=O)c1cccs1)c1c(N)n(Cc2ccccc2)c(=O)[nH]c1=O	1	1	-1	0	-4	0	0	3	1
CCc1noc(C)c1C(=O)N(Cc1ccccc1)c1c(N)n(CCOC)c(=O)[nH]c1=O	3	0	0	4	4	5	-2	-7	-5
CCN(c1cccc(C)c1)c1nc2ccsc2c(=O)s1	-13	16	1	2	5	0	-6	-6	1
CCC(Cc1ccccc1)NC(=O)CCc1ccccc1 (centres undefined)	3	1	5	1	9	3	-1	-3	2
CC(=O)N(CCC1(c2ccc(C)cc2)CCOC(C(C)C)C1)Cc1ccco1 (centres undefined)	5	4	1	6	9	4	-3	2	1
COCC(=O)NCCc1ccc(S(N)(=O)=O)cc1	6	0	-3	-3	-2	2	-3	1	9
O=C(Cn1ccc(C(F)(F)F)n1)N/N=C/c1ccc2c(c1)OCO2	9	-2	-3	6	-5	4	0	-5	-3
O=C(CN1CCN(C(=O)N2CCCCC2)CC1)Nc1ccc(F)cc1	7	-4	1	-6	-12	1	4	-1	3
COC(=O)[C@H](Cc1ccccc1)NC(=O)O[C@@H]1C(=O)c2cc(OC)ccc2O[C@H]1c1ccc(OC)c(Br)c1	.	0	0	7	-2	.	0	-1	.
CN1C(=O)NC2(O)C(=O)c3ccccc3C12O (centres undefined)	5	7	0	-3	-9	0	-2	2	5
Cc1cccc(NC(=O)C(=O)NCCc2c[nH]c3ccccc23)c1C	-1	9	-2	18	1	1	-4	-4	9
O=C(Cc1ccccc1)Nc1ccccc1C(=O)N1CCN(c2ccccc2)CC1	1	2	-3	0	5	-5	0	-2	-5
CC(=O)Nc1cccc(NC(=O)Cc2ccc3ccccc3c2)c1	8	5	-2	3	-7	7	-2	-1	-3
O=C(NC1CCCCC1)C1CCC(=O)N(C2CC2)C1 (centres undefined)	6	6	4	2	0	3	-2	-4	11
CC(C)COc1cccc(-c2cc(C(=O)Nc3ccon3)c3ccccc3n2)c1	-9	-6	-16	-8	-24	0	-17	-3	-24
COC(=O)C1=C(O)/C(=C\c2ccc(CNS(=O)(=O)c3ccccc3)o2)N=C1C	7	21	-7	20	-7	4	7	2	9
Cc1cc(C(=O)C(=O)N(C)C)c(C)n1-c1ccc(Cl)cc1	3	8	1	1	-9	2	0	-1	8
CC(C(=O)Nc1ccccn1)N1C(=O)c2ccccc2S1(=O)=O (centres undefined)	5	3	4	0	6	7	1	-2	1
Cn1nc(-c2ccc(S(N)(=O)=O)s2)cc1C(F)(F)F	1	3	0	9	1	-1	-1	0	8
CC(CCN1CCN=C1Nc1ccccc1)c1ccccc1 (centres undefined)	-2	-5	1	3	-2	8	3	-2	8
COc1ccccc1C(=O)COC(=O)/C=C/c1ccccc1	5	-2	0	4	3	-3	-1	6	3
CC(=O)N1CCN(S(=O)(=O)c2c(C)n(C)c(=O)n(C)c2=O)CC1	5	-1	-3	0	-2	3	-2	-1	2
NC1=NC2(CCCCC2)N(c2cccc(Cl)c2)C(N)=N1	3	0	0	-6	-5	3	2	4	-17
CCOC(=O)c1[nH]c2ccc(OC)cc2c1NC(=O)c1ccccc1C(=O)O	4	9	3	0	-5	2	-6	0	0
O=C(O)C1C2C=CC(O2)C1C(=O)Nc1ccc2c(c1)OCCO2 (centres undefined)	.	2	4	10	-2	.	1	-2	.
Cc1cc(C)cc(NC(=O)CN2CCN(c3ncccn3)CC2)c1	4	5	4	7	-2	5	4	-2	-1
Cc1nc2c(C)cccn2c(=O)c1NC(=O)COc1ccccc1	3	2	-1	9	4	-2	5	1	10
Cc1noc(NS(=O)(=O)c2ccc(NC(=O)C34CC5CC(C3)CC(n3cnc(Cl)n3)(C5)C4)cc2)c1C	2	7	2	6	-2	3	-1	-2	-1
CC(=O)c1nnn(-c2ccc([N+](=O)[O-])cc2C)c1C	11	-3	1	6	-5	2	0	0	6
CCN1C(=O)[C@H]2[C@@H](c3ccc(OC)cc3)N3C(=O)CN(Cc4ccccc4)C(=O)[C@@]3(Cc3ccccc3)[C@H]2C1=O	6	-3	3	-2	-3	-1	0	-5	1
COCC(=O)N/N=C(\C)CC(=O)Nc1ccccc1C(N)=O	8	1	4	-4	5	2	-1	4	-1
CCn1c(SCC(=O)c2c(N)n(C3CC3)c(=O)[nH]c2=O)nnc1-c1ccccc1OC	1	-2	0	.	-6	2	.	4	3
CCOC(=O)c1c(NC(=O)COc2ccccc2C#N)sc2c1CC(C)(C)NC2(C)C	-2	1	-2	2	15	1	0	2	6
CC(C)(C)C(=O)N(Cc1ccc(Cl)cc1)Cc1cccnc1	-1	2	0	6	1	4	-5	3	9
O=C1NC2(CCCC2)C(=O)N1CC(=O)N(Cc1ccccc1)c1ccccc1	-4	1	1	25	3	9	-1	-3	3
NCCCC(=O)O	1	-2	-2	2	-3	-4	-4	-3	-9
COc1cccc(/C=N/NC(=O)CCCC(=O)Nc2ccc(Br)cc2)c1	3	4	-4	4	2	7	6	-5	-8
O=C(c1cc(-c2ccco2)nn1-c1cccc(Cl)c1)N1CCCCC1	2	13	-7	0	-2	-2	3	-2	10
COC(=O)C[C@H]1c2cc(C(F)(F)F)ccc2S(=O)(=O)N1Cc1ccccc1	-2	-5	-2	-3	-12	2	-1	-2	7
COc1cc(/C=N/NC(=O)CNC(=O)c2ccc3c(c2)OCCO3)ccc1O	9	-1	-2	0	-2	0	2	1	4
CCOC(=O)CCCc1ccc(/C(C)=N/NC(N)=S)cc1	2	4	0	-1	0	1	2	1	10
CCOC(=O)c1ccc(NC(=S)Nc2ccccc2N)cc1	.	2	1	3	0	.	-1	3	.
O=C(Cc1ccc(Cl)cc1)Oc1cccc2cccnc12	5	4	-2	15	-1	0	6	0	2
Cc1nc2ccccc2c(=O)n1/N=C/c1ccccc1O	8	1	-2	-1	-16	3	-1	4	-7
O=C(O)c1cccc(NC(=O)c2cc(NC(=O)c3ccccc3)cc(NC(=O)c3ccccc3)c2)c1	-4	-29	-18	-40	-40	-1	-23	-9	-40
O=C(CN(c1ccccc1F)S(=O)(=O)c1ccccc1)Nc1ccccc1C(=O)N1CCOCC1	3	-2	-3	-4	1	-4	0	-7	6
Cc1cccc(C(=O)OC(C)CN2C(C)CCCC2C)c1 (centres undefined)	6	0	-2	-5	-3	1	-4	-1	10
Cc1c(C(=O)NCc2ccc3c(c2)OCO3)oc2ccc(S(=O)(=O)N3CCC(C)CC3)cc12	6	3	-9	8	-15	12	-11	2	-2
CC(C)Cn1c(=O)c2sccc2n2c(CCCC(=O)N3CCC(N4CCCCC4)CC3)nnc12	10	2	4	11	-2	-1	2	1	0
Cc1nc2ccc(NC(=O)C(F)(F)F)cc2o1	9	4	1	-2	2	6	1	27*	-2
Cc1c(NC(=O)c2cccc(NC(=O)COc3cccc(Br)c3)c2)c(=O)n(-c2ccccc2)n1C	-1	1	.	.	.	-1	.	-3	2
CC(c1ccccc1)C(Cc1nc2ccccc2[nH]1)c1nc2ccccc2[nH]1 (centres undefined)	.	2	-5	3	-13	.	-9	-5	.
CN(C)C=Nc1c(C(=O)c2ccccc2)sc2nccc(N(C)C)c12	0	0	-1	5	-2	0	-1	0	-2

Next part
SMILES	PAFAH1B3 inh	pPAFAH inh	LYPLA1 inh	GSTO1 counter	PME-1 inh	PAFAH1B2 FP inh	Fam108B counter	PAD4 FP inh	PAFAH2 inh
CCOC(=O)N1CCN(C(=O)C(CC)n2nc(C)c3sc4ccccc4c3c2=O)CC1 (centres undefined)	17	8	-3	0	-3	3	-1	1	-7
COc1ccc(C(=O)O)cc1S(=O)(=O)NCCCN1CCCC1=O	0	3	2	5	2	5	-2	1	-3
COCCNC(=O)C(c1ccc(C)o1)N(C(=O)c1snc(C(N)=O)c1N)c1cccc(C)c1 (centres undefined)	-10	5	0	-8	1	0	3	2	3
CCCOc1ccccc1-c1nc(SCCC(=O)O)n[nH]1	5	-2	-1	9	-1	5	3	-3	-2
C=C(C)c1cccc(C(C)(C)NC(=O)NCCCn2ccnc2)c1	-5	4	2	-1	2	-1	-5	1	5
CC(=O)c1ccc(OCC(O)CN2CCN(Cc3ccccc3)CC2)cc1 (centres undefined)	1	0	1	1	0	10	-1	2	-1
CCOCCOC(=O)c1ccc(NC(=O)C2COc3ccccc3O2)cc1 (centres undefined)	3	-1	-2	-2	-3	-4	-4	-6	4
CC[C@]12c3[nH]c4ccc(OC)cc4c3CCN1C(=O)C(CC(=O)NCCCOC)C[C@@H]2C(=O)N1CCN(C(=O)c2ccco2)CC1 (some centres undefined)	4	5	.	.	.	3	.	2	-5
C=CCNC(=O)COc1ccccc1C#N	8	1	2	8	0	4	-1	0	6
Cc1c(Cl)cccc1NC(=O)c1cc(-c2ccccc2O)n[nH]1	1	-9	-9	-7	-19	-4	-7	-7	-5
c1ccc2c(c1)oc1c(Nc3ccc4c(c3)OCO4)ncnc12	8	7	-1	3	11	0	-1	-2	8
Cc1ccc(CN2CCN(Cc3cccn3-c3nccs3)CC2CCO)cc1 (centres undefined)	2	0	-4	-2	-1	1	2	2	-4
O=S(=O)(c1cccc(-c2n[nH]c(=S)n2-c2ccc(OC(F)(F)F)cc2)c1)N1CCOCC1	5	-6	.	.	.	1	.	-4	-1

Screens (PubChem BioAssay)
